STAT1 activator = increases IFN-gamma driven STAT1 reporter signal | activation (% of control), % at 5.5 µM | NIH 3T3 STAT1-luciferase reporter, luminescence; 100% = IFN-gamma alone, no compound | 200,000 tested, 2.6% active;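 active = activation above the screen-wide mean activation plus 3 SD, cut at about 130% in these data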;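 note: raw ratio to IFN-gamma control signal so 100% means no change and 0% no light; values of inactives mirror those of a sister screen read the other way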
Redox H2O2 prof = compounds producing H2O2 with reducing agent – biochemical, NIH compound library profiling, artefact control for MLSCN library redox annotation, primary screen. AID 878. DTT-dependent redox cycling H2O2, phenol red/HRP absorbance; 100% = 100 µM peroxide control, 0% = buffer. 200,000 tested, 0.03% active. activation, % at 10 µM;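 active = activation of at least 50% relative to the plate's high and low controls in the primary single-dose screen; inactive = activation below 50%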;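 note: compound incubated with DTT at 0.8 mM final as the reducing agent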
FLuc inhib CS = Photinus pyralis luciferase inhibition counter-screen | P08659 | ATPLite firefly luciferase biochemical luminescence, 10 min | inhibition, % at 10 µM | 200,000 tested, 1.5% active;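 active = inhibition above about 50% when tested at 10 µM, limit read from the data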
Target sequence (P08659 whole entry, looked up): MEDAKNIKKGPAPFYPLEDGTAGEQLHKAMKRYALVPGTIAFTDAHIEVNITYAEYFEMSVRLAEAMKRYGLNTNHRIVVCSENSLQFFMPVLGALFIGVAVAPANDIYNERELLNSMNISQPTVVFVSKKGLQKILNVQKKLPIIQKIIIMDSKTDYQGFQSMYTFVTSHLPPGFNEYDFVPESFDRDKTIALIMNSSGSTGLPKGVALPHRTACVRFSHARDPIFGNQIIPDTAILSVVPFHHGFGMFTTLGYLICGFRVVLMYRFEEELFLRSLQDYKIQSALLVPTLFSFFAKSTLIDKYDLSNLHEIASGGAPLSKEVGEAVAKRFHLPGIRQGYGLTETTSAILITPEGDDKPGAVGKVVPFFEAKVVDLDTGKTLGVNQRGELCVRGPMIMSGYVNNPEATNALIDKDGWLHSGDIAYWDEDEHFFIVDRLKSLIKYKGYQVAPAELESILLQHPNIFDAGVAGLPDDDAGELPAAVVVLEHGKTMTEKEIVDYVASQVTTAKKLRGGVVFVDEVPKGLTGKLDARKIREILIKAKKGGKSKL
APP 5'UTR act = activates APP 5'UTR luciferase reporter; AID 1276; 190,000 tested, 1% active; activation, % at 2 µM; SH-SY5Y APP 5'UTR luciferase reporter, luminescence; zero percent = DMSO vehicle wells;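 active = activation above a set limit, based on mean plus 3 SD of controls, cut at about 140% in these data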; note: values of inactives mirror those of a sister screen read the other way
HMGR II inh = inhibitors of class II HMG-CoA reductase from Enterococcus faecalis; inhibition, % at 10 µM; 190,000 tested, 0.41% active; AID 1066; purified E. faecalis HMGR, NADPH absorbance 340 nm kinetic;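 active = inhibition above a set limit, the median over all tested compounds plus 3 SD, cut at about 9.5% in these data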;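 note: enzyme runs in reverse so mevalonate oxidation gives rising NADPH absorbance; 0% = complete reaction with DMSO and 100% = background rate lacking mevalonate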
Hsp70 activator = Hsp70 transcriptional activation, primary screen; HeLa Hsp70 promoter luciferase reporter, luminescence; scaled: vehicle 0, proteasome-inhibitor control 100%; activation, % at 10 µM; 200,000 tested, 0.04% active; AID 1203;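 active = activation above the mean across all tested compounds plus 3 SD, cutoff set per campaign, cut at about 5.5% in these data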;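 note: 100% = MG132 at 30 µM as the positive control and 0% = DMSO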
NF-kB neuron act = compounds increasing NF-kB expression in human neuronal cells; fold change at 12.5 µM; NF-kB reporter expression; hits give high values; 190,000 tested, 1.6% active; in the data active = fold change above about 3.3
FLuc stim CS = affects firefly luciferase, flagging false hits in luciferase stimulation screens | activation factor at 10 µM | AID 1027 | 200,000 tested, under 10 active | ATPlite luciferase biochemical, luminescence, 10 min; 0 = ATP-free wells, 1 = DMSO control;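 active = luciferase activation factor, scaled between plate controls, of at least 2 with compound at 10 µM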
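System: Luciferase/luciferin detection reagent, cell-free biochemical luciferase assay | Medium: PBS buffer for ATP | Dosing: Test compounds dosed from 2 mM stocks in 100% DMSO | Timing: 10 min at ambient temperature | Signal: Luminescence measurement of luciferase light output | Evaluation: Luciferase activation, seen as luminescence increase over controls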
G6PDH counter = inhibits Leuconostoc G6PDH, flagging false hits in G6PDH-based assays | Purified L. mesenteroides G6PDH, diaphorase/resazurin coupled fluorescence, 45 min | inhibition, % at 5 µM | 200,000 tested, 0.12% active | AID 1020; in the data active = inhibition above about 50%
APP transl inh = APP translation inhibition; SH-SY5Y APP 5'UTR-luciferase reporter, luminescence; inhibition, % at 2 µM; 190,000 tested, 0.82% active;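 active = inhibition above a set limit, derived from the sample mean plus 3 SD, cut at about 45% in these data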; note: values of inactives mirror those of a sister screen read the other way
Starred values were filed as active, the others as inactive; x = not tested or not shown. Compounds as they come; about 5.3% have a hit in one of these screens.

SMILES | STAT1 activator | Redox H2O2 prof | FLuc inhib CS | APP 5'UTR act | HMGR II inh | Hsp70 activator | NF-kB neuron act | FLuc stim CS | G6PDH counter | APP transl inh
CCCCCNC(=O)Cc1cc(=O)[nH]c(=O)[nH]1 | 89.7 | -1.1 | -9.0 | -5.8 | -13.6 | -0.1 | 1.19 | 1.1 | -27.3 | 5.8
Cc1ccc2c(c1)CN1CN2Cc2cc(C)ccc21 | 97.6 | -2.0 | -5.7 | -1.8 | -1.5 | -0.2 | 0.76 | 1.1 | 3.4 | 1.8
CCOC(=O)C1CCN(C(=O)CSc2nccc(C)n2)CC1 | 97.9 | -1.2 | -3.7 | 9.0 | -9.4 | -0.2 | 1.47 | 1 | 9.5 | -9.0
CN(C)/C=C/C(=O)/C=C/c1ccc(Cl)cc1Cl | 124.7 | -1.6 | 44.3 | 84.9 | -1.7 | 0.3 | 2.71 | 0.6 | -5.9 | -84.9
O=c1c(Cl)c(N/N=C/c2ccc(Br)cc2)cnn1-c1ccccc1 | 110.0 | 2.5 | -7.0 | 4.7 | -8.6 | 0.4 | 0.99 | 1.1 | -2.0 | -4.7
COc1ccc(Br)cc1C(=O)NC(=S)Nc1ccc(Cl)c(C(=O)O)c1 | 97.3 | -0.4 | -6.7 | 7.7 | -6.8 | -0.3 | 1 | 1.1 | 3.8 | -7.7
CCOC(=O)Nc1ccc(S(=O)(=O)N(C)C(C)C)cc1 | 105.7 | 0.2 | -3.9 | 10.0 | -2.6 | -0.4 | 0.92 | 1 | -1.7 | -10.0
O=C(COC(=O)C1CCC1)NCc1ccccc1Cl | 97.7 | 2.2 | -2.6 | 15.4 | -2.7 | -0.2 | 1.1 | 1 | -1.2 | -15.4
CCOC(=O)C(NC(=O)CC)(Nc1nc2c(s1)CCCC2)C(F)(F)F (centres undefined) | 97.6 | 2.4 | -8.7 | -2.8 | -2.7 | -0.1 | 0.82 | 1.1 | 4.2 | 2.8
CC1CCN(Cc2c(C(=O)O)nnn2-c2nonc2N)CC1 | 94.1 | 0.2 | -6.0 | -10.1 | 0.9 | -0.2 | 0.93 | 1.1 | 8.7 | 10.1
CC(=O)Nc1ccc(NS(=O)(=O)c2cn(C)c(=O)n(C)c2=O)cc1 | 97.0 | -0.6 | -8.2 | 4.7 | -1.9 | -0.4 | 1.26 | 1.1 | -0.4 | -4.7
COc1ccc(CCn2c(N3CCOCC3)nc3c2c(=O)[nH]c(=O)n3C)cc1 | 98.4 | 0.2 | -7.7 | -19.9 | -1.9 | -0.3 | 1.25 | 1.1 | 10.0 | 19.9
C=CCSc1nnc(NC(=O)Cc2ccc(OC)c(OC)c2)s1 | 98.4 | -0.2 | -2.1 | 1.0 | -2.7 | -0.3 | 0.99 | 1 | 4.2 | -1.0
O=C(N/N=C/c1cccc([N+](=O)[O-])c1)c1cc(-c2ccc3c4c(cccc24)CC3)n[nH]1 | 107.4 | 0.4 | -1.7 | 19.3 | 0.8 | 0.1 | 0.72 | 1 | -15.3 | -19.3
COc1cccc(NC(=O)C(OC(=O)/C=C/c2ccc3c(c2)OCO3)c2ccccc2)c1 (centres undefined) | 95.7 | 0.0 | -0.9 | -8.9 | 2.6 | -0.2 | 1.81 | 1 | -1.2 | 8.9
CCOC(=O)c1cnc2ccc(OC)cc2c1NCCc1ccc(OC)c(OC)c1 | 82.9 | -0.8 | -7.1 | -10.7 | 1.7 | -0.3 | 1.19 | 1.1 | -6.2 | 10.7
COC(=O)c1sc2nc(SCc3cccc(F)c3)n(N)c(=O)c2c1C | 101.6 | 0.7 | -5.1 | -3.6 | -12.5 | -0.2 | 1.26 | 1.1 | -3.1 | 3.6
COc1cccc(NC(=S)N/N=C2\CC(C)(C)Oc3ccc(O)cc32)c1 | 89.7 | -0.2 | -7.5 | 5.3 | -1.0 | -0.5 | 0.82 | 1.1 | -15.5 | -5.3
Cc1nnc(NC(=O)CSc2ncnc3scc(-c4ccccc4)c23)s1 | 91.6 | 0.8 | -6.5 | 7.0 | -7.8 | 0.1 | 1.4 | 1.1 | 0.9 | -7.0
CC(C)C[C@H](NC(=O)Nc1ccc(Oc2ccccc2)cc1)C(=O)O | 102.0 | 0.6 | -5.6 | -14.6 | -4.9 | -0.2 | 0.99 | 1.1 | 10.7 | 14.6
CC(=O)c1ccc(S(=O)(=O)Nc2cccc(-c3ccc4nncn4n3)c2)cc1 | 91.5 | 5.3 | -6.8 | -2.1 | 0.4 | -0.1 | 1.09 | 1.1 | 2.3 | 2.1
CN(C)S(=O)(=O)c1ccc(S(=O)(=O)N(CC(=O)Nc2ccccc2)Cc2ccco2)cc1 | 103.2 | -1.4 | -0.8 | -0.2 | -4.9 | 0.2 | 1.11 | 1 | -0.5 | 0.3
COc1ccc(NC(=O)C2=C(C)C(=O)OC23CCC(C)CC3)c(OC)c1 (centres undefined) | 92.8 | -0.1 | -1.0 | 10.7 | 3.6 | -0.4 | 0.82 | 1 | -12.1 | -10.7
Cc1ccnc(NC(=O)CCC(=O)N(CC(=O)NCc2ccccc2)Cc2cccs2)c1 | 94.2 | -0.6 | 4.2 | -4.0 | -2.6 | 0.6 | 1.06 | 1 | 2.4 | 4.0
COC(=O)c1c(NC(=O)/C=C/C(=O)O)sc(C)c1-c1ccc(C(C)C)cc1 | 89.2 | -0.2 | -0.7 | -5.8 | -4.6 | 0.0 | 1.45 | 1 | 3.4 | 5.8
CCN(CC)C(=O)CSc1nc2c(c(-c3cccnc3)c1C#N)CCCC2 | 94.6 | 1.0 | -7.5 | -7.5 | 0.5 | -0.3 | 1.01 | 1.1 | -8.1 | 7.5
CN1C(=O)c2cccc3c(Cl)ccc(c23)C1=O | 106.8 | 0.3 | -12.0 | -6.7 | -6.9 | -0.2 | 1.18 | 1.1 | 11.4 | 6.7
COC(=O)COc1ccc2c(-c3cccc([N+](=O)[O-])c3)cc(=O)oc2c1 | 97.8 | -9.6 | -8.3 | -3.8 | -0.5 | -0.3 | 1.05 | 1.1 | 5.2 | 3.8
COc1ccc(C(=O)Sc2ccc(C)cc2)cc1OC | 117.1 | 1.5 | 9.5 | 12.6 | -7.3 | -0.5 | 1.27 | 0.9 | -12.8 | -12.6
COc1cccc(CN2CCNC(=O)C2CC(=O)NCCc2cccc(C)n2)c1OC (centres undefined) | 110.5 | 1.0 | -3.9 | -19.5 | -4.5 | 0.0 | 1.04 | 1 | 18.5 | 19.5

Pulled one by one from the list above (three):
SMILES | STAT1 activator | Redox H2O2 prof | FLuc inhib CS | APP 5'UTR act | HMGR II inh | Hsp70 activator | NF-kB neuron act | FLuc stim CS | G6PDH counter | APP transl inh
Cc1nnc(NC(=O)CSc2ncnc3scc(-c4ccccc4)c23)s1 | 91.6 | 0.8 | -6.5 | 7.0 | -7.8 | 0.1 | 1.4 | 1.1 | 0.9 | -7.0
CN(C)S(=O)(=O)c1ccc(S(=O)(=O)N(CC(=O)Nc2ccccc2)Cc2ccco2)cc1 | 103.2 | -1.4 | -0.8 | -0.2 | -4.9 | 0.2 | 1.11 | 1 | -0.5 | 0.3
CCOC(=O)c1cnc2ccc(OC)cc2c1NCCc1ccc(OC)c(OC)c1 | 82.9 | -0.8 | -7.1 | -10.7 | 1.7 | -0.3 | 1.19 | 1.1 | -6.2 | 10.7

New compounds follow:
SMILES | STAT1 activator | Redox H2O2 prof | FLuc inhib CS | APP 5'UTR act | HMGR II inh | Hsp70 activator | NF-kB neuron act | FLuc stim CS | G6PDH counter | APP transl inh
CN(CCC#N)C(=O)Cn1nc(Cc2ccncc2)c2ccccc2c1=O | 104.8 | -0.7 | 4.9 | 12.4 | 0.2 | -0.2 | 1.24 | 1 | -4.9 | -12.4
S=c1[nH]nc(COc2ccccc2)n1/N=C/c1ccccn1 | 94.4 | -0.4 | 0.4 | -4.9 | -4.9 | -0.2 | 1.08 | 1 | 0.3 | 4.9
O=C(O)c1cc2c(s1)CCCC2 | 107.7 | 0.9 | -3.8 | -4.4 | -6.0 | -0.2 | 1.16 | 1 | 2.2 | 4.4
Cc1ccccc1Nc1nnc(SCC(=O)NCc2cccs2)s1 | 98.3 | 0.0 | -3.1 | 4.4 | -1.7 | -0.3 | 1.05 | 1 | -10.9 | -4.4
O=C(COc1nnnc2ccccc12)N1CCCc2ccccc21 | 103.2 | 2.1 | -2.0 | 13.4 | -0.4 | -0.1 | 0.96 | 1 | -6.7 | -13.4
O=C(CSc1nnc(-c2ccncc2)o1)N1CCCCCC1 | 109.6 | 0.4 | -4.2 | 5.7 | -2.2 | -0.2 | 1.18 | 1 | 4.3 | -5.7
COc1ccc(C(=O)N(c2ccc(C)cc2)C2C=CS(=O)(=O)C2)cc1OC (centres undefined) | 110.5 | -0.6 | -2.3 | -7.4 | 0.6 | -0.1 | 1.65 | 1 | 7.5 | 7.4
CS(=O)(=O)N1CCCC(C(=O)N2CCN(c3cccc(Cl)c3)CC2)C1 (centres undefined) | 94.6 | -0.7 | -2.6 | 14.9 | 1.4 | -0.2 | x | 1 | -1.2 | -14.9
COc1ccc(C2CC(c3c(Cl)cccc3Cl)n3nc(N)nc3N2)cc1 (centres undefined) | 104.0 | -0.5 | -8.1 | 4.7 | 0.2 | -0.3 | 0.92 | 1.1 | 3.2 | -4.7
Cc1ccc(NC(=O)NNC(=O)c2snnc2C)cc1 | 109.2 | -0.3 | -0.6 | 31.4 | -4.0 | -0.2 | 1.18 | 1 | -1.3 | -31.4
COc1ccc(OC)c2[nH]c(=O)c(CCNC(=O)c3ccc(S(=O)(=O)N(C)C)cc3)cc12 | 92.8 | 3.0 | -3.4 | -7.3 | -2.6 | -0.3 | 0.92 | 1 | 6.3 | 7.3
COc1ccc(C(C)=O)cc1COC(=O)Cc1n[nH]c(=O)c2ccccc12 | 93.1 | -4.0 | 0.1 | -15.5 | -0.2 | -0.5 | 0.93 | 1 | 5.2 | 15.5
COc1ccc(C2N=C(c3ccccc3)C(C)(C)N2O)cc1 (centres undefined) | 100.0 | 0.3 | -1.6 | 12.7 | -3.1 | -0.1 | 1.17 | 1 | 4.4 | -12.7
COc1ccc(C)cc1NC(=O)c1cnc2scc(C)n2c1=O | 102.1 | 0.2 | -7.3 | 2.1 | -1.9 | -0.3 | 1.09 | 1.1 | -24.3 | -2.1
CCCCNC(=O)c1ccccc1NC(=O)CN(c1ccccc1)S(=O)(=O)N(C)C | 93.7 | -0.6 | -6.7 | 8.0 | -2.8 | -0.5 | 1.17 | 1.1 | 0.8 | -8.0
COc1ccc([N+](=O)[O-])cc1NC(=O)C1(c2ccc(OC)c(OC)c2)CCOCC1 | 102.4 | -1.0 | -5.2 | 23.5 | 1.7 | -0.3 | 1.13 | 1.1 | 1.9 | -23.5
CCN(CC)S(=O)(=O)c1ccc(N2CCOCC2)c(NS(=O)(=O)c2ccc(C)cc2)c1 | 97.7 | -0.1 | 5.2 | 3.9 | -6.4 | -0.4 | 1.05 | 0.9 | -4.9 | -3.9
CC(Sc1nnc(C2CCCCC2)n1N)C(=O)NCc1ccc2c(c1)OCO2 (centres undefined) | 101.7 | 0.2 | -2.4 | -11.8 | 1.1 | -0.3 | 0.84 | 1 | 2.0 | 11.9
CCCCCCCC(O)CC(CC1CCCCC1)C(=O)NN (centres undefined) | 104.6 | -0.2 | -4.1 | x | -0.5 | -0.4 | 1.37 | 1 | 2.5 | x
CC(=O)NC1CC2CCCC(C1)N2S(=O)(=O)c1cccc(F)c1 (centres undefined) | 85.7 | 2.4 | 0.2 | 6.2 | -8.9 | 0.0 | 0.88 | 1 | 5.9 | -6.2

Screens deposited in PubChem by several laboratories.
